Screening results deposited in PubChem by National Center for Advancing Translational Sciences (NCATS).
GALK inh – galactokinase (human) inhibition; P51570; Purified GALK, Kinase-Glo residual ATP luminescence; Potency, µM (titrated, usually from 57.5 µM), without a hit: at the top dose activity change, negative = inhibition, usual class: inhibitors; actives 0.007% (n = 270,000); AID 1868; further: potency means the concentration at half of the fitted maximal effect; on the % scale 0 is the no-effect control and ±100 the full control effect
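Human GALK (5 nM) with 35 uM ATP and 100 uM galactose in 20 mM HEPES pH 8.0, 5 mM MgCl2, 60 mM NaCl, 1 mM DTT, 0.01% BSA. After 1 h at room temperature, leftover ATP was read by Kinase-Glo Plus luminescence.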
FBPA coupling cs – counter-screen for Giardia aldolase inhibitors: coupling enzyme system. coupling enzyme system counterscreen, AmpLite Red fluorescence. activity change, negative = inhibition, % at 58.2 µM, hits read low. actives 0.67% (n = 290,000). AID 2472; in the data active means activity change below about -30%; further: on the % scale 0 is the no-effect control and ±100 the full control effect
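Fluorescence at 525 nm excitation and 598 nm emission measured inhibition of the coupled detection system without aldolase. Compounds (at 57.5 uM final) were preincubated 10 min at room temperature with coupling enzyme reagent before a 20 min substrate/AmpLite Red step.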
A-T KAP1 phos – potential ataxia-telangiectasia treatment | […] A-T fibroblasts, KAP-1 phosphorylation AlphaLISA; neocarzinostatin DNA damage 30 min before lysis | Potency, µM (titrated, usually from 57.5 µM), without a hit: at the top dose activation, actives largely listed as activators | actives 0.19% (n = 320,000); further: potency means the concentration at half of the fitted maximal effect; % of control where 0% means no effect; nearly all actives have a fitted effect of over 45% in size
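hTERT-immortalized A-T patient fibroblasts ([…]), 500 cells/well in OPTI-MEM, 1% FBS, got compounds for 60 min, then NCS for 30 min at 37C. Lysates were then assayed for phospho-KAP-1 by AlphaLISA (anti-pKAP1 donor, anti-KAP1 acceptor beads), 6 hr at 25C.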
TCR act – T cell receptor activation; primary human leukocytes, anti-CD3, IL-2 HTRF, 48 h; Potency, µM (top dose mostly 9.22 µM), inactives show at the top dose activation of IL-2 secretion, actives largely listed as activators; 330,000 tested, under 10 active; AID 504894; further: % of control where 0% means no effect
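Compounds are tested in HTS on primary human leukocytes co-incubated with a-CD3 beads for 48 hr. IL-2 output is measured by time-resolved FRET.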
Chronic BCR inh – chronic active BCR signaling inhibition. Potency, µM (highest dose often 46.1 µM), for the others: top-dose ratio change, negative = lower green/red ratio, actives largely listed as inhibitors. actives 0.05% (n = 340,000). AID 493014. ABC-DLBCL IkBa-CBG/CBR reporter, luminescence ratio, 4 h; active means well fitted inhibition curve with a large enough effect in the signal ratio, with a control signal flat, not every such curve was filed as active; inconclusive means small, poorly fitted or top-dose-only effect, or effect the other way, or a change in a side signal; the % refers to the signal ratio;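 further: potency means the concentration at half of the fitted maximal effect; plate controls were basal doxycycline-induced cells for no effect and cells given 10 µM MG132 for full effect; MG132 reads +100%, hits lower the ratio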
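Compounds up to 46 uM were incubated four hours with TMD8 cells whose green CBG68 luciferase is fused to IkappaBalpha; red CBR luminescence normalised the signal, and concentration-effect curves were fitted to fusion, red and ratio data.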
CXXC DNA block – inhibitors of human MLL CXXC domain-DNA interaction; Q03164; MLL-CXXC / FITC-HOXA9 DNA fluorescence polarization; Potency, µM (doses to about 115 µM), for the others: top-dose activity change, negative = inhibition, actives largely listed as inhibitors; actives 0.037% (n = 290,000); AID 2662; active means well fitted inhibition curve with a large enough effect in the polarisation, with a control signal flat, not every such curve was filed as active; inconclusive means small, poorly fitted or top-dose-only effect, or effect the other way, or a change in a side signal; inactive means no such curve, though single readings can be large or run the other way; the % refers to the polarisation; further: potency means the concentration at half of the fitted maximal effect
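Fluorescence polarization: 7 uM MLL-CXXC (stock) preincubated 5 min with compounds, then 50 nM fluorescein-HOX-A9 DNA (stock) added; 30 min ambient. Buffer 50 mM Tris-HCl pH 7.5, 50 mM NaCl, 1 mM DTT, 0.05% BSA.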
hERG WT inh – inhibitors of human wildtype KCNH2 potassium channel. Q12809. U2OS, BacMam KCNH2, thallium flux FluxOr; stronger effect = lower value. activity change, % at 1.84 µM. actives 0.37% (n = 340,000);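 active means maximum activity change below -70%; inconclusive means maximum activity change between -70% and -50%; inactive means maximum activity change above -50%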; further: on the % scale 0 is the no-effect control and ±100 the full control effect
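U2OS cells transduced with wild-type KCNH2 virus are loaded with FluxOr dye for 45 min, and thallium flux is measured in kinetic reads before and after stimulation buffer. Rate constants are normalized to DMSO controls.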
Tb PFK block – T. brucei PFK enzyme inhibition. T. brucei PFK, ADP-Glo luminescence. Potency, µM (series often up to 57.5 µM), for the others: at the highest dose activity, negative = inhibition, actives largely listed as inhibitors. actives 0.17% (n = 330,000). AID 485367;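 further: potency means the concentration at half of the fitted maximal effect; 0% = uninhibited 1x PFK enzyme wells and -100% = no-enzyme wells; nearly all actives have a fitted effect of over 60% in size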
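1.25 nM PFK with 0.5 mM F6P and 0.1 mM ATP in 0.1 M TEA pH 8.0, 5 mM MgCl2, incubated 45 min at room temperature; ADP measured by ADP-Glo luminescence; compounds titrated up to 57 uM.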
TSHR antag – human thyrotropin receptor antagonism; activity change, negative = inhibition, % at 11.5 µM; TSHR-expressing cells, TSH-stimulated cAMP HTRF, 2 h; stronger effect = lower value; P16473; actives 0.2% (n = 330,000); AID 504810;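 active means activity change below a set negative limit, meaning inhibition stronger than a set level, cut at about -70% in these data; inconclusive means activity change between two set negative limits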; further: on the % scale 0 is the no-effect control and ±100 the full control effect
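TSHR-expressing cells, 200/well, pre-treated with compound, then stimulated with EC80 TSH (4nM final) for 2 hours at 37 deg C. cAMP measured by competitive HTRF: anti-cAMP cryptate antibody in lysis buffer plus cAMP-d2, read after 30 minutes at room temperature.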
Giardia killer – Giardia lamblia killing; activity change, % at 7.66 µM, hits read low; Giardia lamblia trophozoite viability; actives 0.15% (n = 340,000); in the data active means activity change below about -80%; inconclusive means between about -30% and that limit;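 further: parasites exposed to compound for two days anaerobically before the ATP read; on the % scale 0 is the no-effect control and ±100 the full control effect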
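Giardia lamblia trophozoites (100 cells/well) were incubated with compounds for 48 h at 37 deg C under anaerobic conditions. Viability was read as ATP content by one-step luminescence after 15-30 min at room temperature.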
Starred values were filed as active, the others as inactive; u = inconclusive; x = not tested or not shown; [ ] = remark or other dose. Unless noted, the call rests on the fitted dose curve; in most records, active means well fitted curve in the direction sought with a large enough effect; inconclusive means small, poorly fitted or top-dose-only effect, or another doubt; inactive means no such curve, though single readings can be large; an effect the other way counts as inactive or inconclusive.

No.	mol	Tb PFK block	Giardia killer	GALK inh	A-T KAP1 phos	CXXC DNA block	hERG WT inh	Chronic BCR inh	FBPA coupling cs	TSHR antag	TCR act
1	CCOC(=O)C(=NC1CCS(=O)(=O)C1)NNc1cc(Cl)ccc1Cl (configuration not stated)	4%	13	6%	9%	-18%	-6	6%	-4	0	-2%
2	COc1cc(NC(=O)c2sc3ncn(CC(=O)N4CCC(C)CC4)c(=O)c3c2C)cc(OC)c1OC	4%	24	-2%	8%	8%	4	7%	1	-1	1%
3	CCOC(=O)N1CCN(S(=O)(=O)c2ccc(C)cc2)C1	-7%	1	0%	4%	u	-11	-7%	-1	1	0%
4	Cc1nn(C)c(C)c1C1C(C#N)=C(N)OC2=C1C(=O)CCC2 (configuration not stated)	8%	14	2%	3%	-4%	2	4%	1	9	-2%[46.1 µM]
5	O=C(OCC(=O)N1CCN(c2ccccc2)CC1)c1cnc(Cl)c(Cl)c1	-11%	x	9%	-7%	21%	x	3%	-4	-19	x
6	O=C(N/N=C/CCc1ccccc1)C1CCCCC1	2%	3	2%	-2%	28%	6	4%	-2	32	1%[46.1 µM]
7	O=C(CN(Cc1ccc(Br)cc1)S(=O)(=O)c1ccccc1)NCc1ccncc1	-11%	21	3%	43%	-11%	40	-2%	x	16	2%
8	O=C(c1ccccc1)N(NC(=O)C(O)(c1ccccc1)c1ccccc1)c1cccc(F)c1	11%	-13	-1%	-5%	-1%	-3	-10%	0	-10	0%[46.1 µM]
9	CCC1C(=O)n2nc(-c3ccccc3)cc2N=C1C (configuration not stated)	-1%	-14	0%	-2%	0%	-11	6%	2	-6	2%[46.1 µM]
10	COc1ccc(N(CC(=O)Nc2ccc(OC)cc2OC)S(=O)(=O)c2ccccc2)cc1	-6%	-6	4%	0%	-3%	4	u	-4	4	x
11	CCC/C(C)=N/NC(=O)c1ccccc1O	2%	-5	1%	3%	0%	18	u	4	-3	-1%[46.1 µM]
12	Fc1ccc(CNn2cnnc2SCc2ccc(F)cc2)cc1	1%	4	-1%	-1%	-3%	29	1%	-1	-6	3%[46.1 µM]
13	COc1ccc(C(=O)CN2C(=O)NC3(CCCCCC3)C2=O)c(OC)c1	0%	0	x	8%	x	-11	-1%	x	-2	0%
14	N/C(=N\OC(=O)c1cccs1)c1cccc(Br)c1	-2%	11	1%	6%	20%	2	u	-4	-4	4%
15	Cc1ccccc1CN(c1ccc(C(=O)N/N=C/c2ccc(OCC(N)=O)cc2)cc1)S(C)(=O)=O	-8%	-28	-3%	7%	3%	-9	1%	3	-4	0%
16	COc1ccc(NC(=O)CCN=C2NS(=O)(=O)c3ccccc32)cc1S(=O)(=O)N(C)C	0%	-7	x	2%	x	3	-2%	x	8	-5%
17	Cc1nn2c(NCc3cccnc3)c3c(nc2c1-c1ccccc1)CCC3	4%	-21	0%	3%	7%	1	3%	-5	-14	9%
18	CC1CC(C)CN(C(=O)c2ccc(C(=O)c3ccccc3)cc2)C1 (configuration not stated)	0%	3	x	8%	x	8	-9%	x	-2	1%
19	COC(=O)c1ccccc1NC(=O)c1cc(C2CC2)on1	-2%	13	0%	16%	3%	-1	u	1	-12	5%
20	O=C(NCCS(=O)(=O)c1ccc(Br)cc1)c1ccc(Cl)cc1Cl	-5%	0	3%	9%	22%	31	0%	2	1	1%
21	Cn1cc(S(=O)(=O)N2CCCC2)cc1C(=O)N1CCN(c2cccc(Cl)c2)CC1	-2%	-22	x	7%	x	-6	1%	1	60	2%
22	CCOc1cc(/C=N/n2cnnc2)ccc1O	5%	15	3%	-11%	3%	7	1%	3	4	-25%
23	O=C1NC(=S)N/C1=C\c1cccnc1	3%	18	0%	10%	2%	-12	12%	2	0	4%
24	COc1ccc(CCC2(C)NC(=O)NC2=O)cc1 (configuration not stated)	-6%	-5	-3%	13%	-2%	-19	3%	0	-8	x
25	Cc1ccc(Cl)cc1N(CC(=O)NCc1ccccc1)S(C)(=O)=O	1%	6	7%	-7%	-2%	0	-8%	0	9	5%
26	CCOC(=O)/C(C)=N/NC(=O)c1ccc([N+](=O)[O-])cc1	-5%	-5	0%	5%	-7%	1	-12%	3	-6	-4%
27	CCN(CC)CCCN=Cc1c(O)n(-c2cccc(C)c2)c(=O)c2ccccc12	-9%	-1	-2%	-38%	-4%	6	11%	2	1	7%
28	COCCCNC(=O)c1c(N)n(-c2ccc3c(c2)OCO3)c2nc3ccccc3nc12	0%	8	2%	22%	-3%	19	u	-47*	6	-1%
29	CCNC(=O)c1cccc(NC(=O)c2cc(C3CC3)nc3c2cnn3C(C)C)c1	2%	8	x	-10%	x	-1	u	x	-23	1%
30	Cc1ccc(C)c(NC(=O)c2cc(C)nc3ccccc23)c1	-7%	43[activator]	-3%	4%	12%	1	-1%	3	8	-3%
31	Cc1cc(NC(=O)c2cc(Cl)ccc2Cl)no1	-3%	8	3%	0%	9%	-1	-1%	0	0	-4%
32	Cc1cccc(C(=O)Nc2nccs2)c1[N+](=O)[O-]	0%	3	0%	-15%	-2%	1	u	2	-3	0%[46.1 µM]
33	CCOC(=O)C1CCN(C(=O)CSc2ccccc2Cl)CC1	1%	8	15%	-3%	-3%	2	-2%	3	-5	6%
34	CC(NC(=O)Nc1ccc(Cl)cc1)c1ccccc1 (configuration not stated)	-5%	20	-1%	-7%	-7%	-7	u	1	4	-8%
35	CNc1c(NS(=O)(=O)c2ccc(F)cc2)c(=O)oc2ccccc12	0%	-2	1%	1%	2%	-5	-3%	-2	-5	-4%
36	CC(C)Oc1ccc(S(=O)(=O)N2CCOCC2)cc1NC(=O)c1ccc(N2CCCC2=O)cc1	9%	5	-6%	-5%	-4%	-16	6%	x	61	8%
37	Cc1cc(C)cc(NC(=S)N2CCN(C(=O)c3ccco3)CC2)c1	1%	8	2%	-2%	12%	3	0%	1	4	5%
38	O=C(O)c1ccc(CSc2nnc(-c3cccnc3)n2-c2ccc(Br)cc2)cc1	0%	19	-2%	10%	u	17	u	8	-18	-2%
39	O=C(CSc1nc2ccccc2c(=O)n1CCCC(=O)N1CCCC1)NCc1ccco1	-1%	-2	2%	3%	-3%	-18	6%	-2	8	3%
40	O=C1C=CC(=O)N1c1ccc(OC(F)F)cc1	u	-2	x	u	-3%	-9	u	3	0	7%
41	Cc1ccc(NC(=S)N2CCCN(Cc3ccc(F)cc3)C2)c(C)c1	-4%	-12	-1%	-1%	3%	20	-5%	4	8	-5%
42	Cc1ccc(-c2nc(SCC(=O)NCC3CCCO3)c(-c3ccc(C)cc3)[nH]2)cc1 (configuration not stated)	-3%	4	x	-11%	10%	-2	1%	0	20	0%
43	CCOC(=O)C1CCCN(C(=O)c2cccc(S(=O)(=O)N(C)c3ccc(C)cc3)c2)C1 (configuration not stated)	0%	0	x	-2%	x	1	-2%	x	0	x
44	O=C(Nc1ccccc1Cl)c1cccc(NC(=O)c2cccs2)c1	-3%	2	5%	5%	14%	6	-14%	x	-2	-2%
45	C=CCC[C@H](Cc1ccc(F)cc1)C(=O)OC[C@@H]1CCCN1C(=O)[C@@H](CC=C)CC(=O)NCCO	2%	6	x	-1%	x	x	1%	x	-18	-1%
46	O=S(=O)(c1cccc2nsnc12)N1CCc2ccccc2C1	-4%	11	3%	-10%	28%	0	2%	2	-9	4%
47	Cc1ccc(-c2[nH]nc3c2C(c2ccccc2OC(=O)N2CCOCC2)C(C#N)=C(N)O3)cc1 (configuration not stated)	5%[0.46 µM]	11	-2%	-6%	3%	3	-8%	3	18	x
48	Cc1ccc(S(=O)(=O)NNC(=O)Nc2ccc([N+](=O)[O-])cc2)c(C)c1	-3%	4	-4%	5%	11%	-11	11%	x	1	6%
49	COc1ccc(C(=O)N/C(=C\c2cn(C)c3ccccc23)C(=O)NCCCN2CCOCC2)cc1OC	7%	17	x	-13%	12%	7	-1%	-1	-13	1%
